# Hep lipid drop = modulators of hepatic lipid droplet formation. AML12 mouse hepatocytes, oleate lipid droplets, BODIPY imaging. inhibition, % at 6.5 µM. 0.4% of 240,000 active;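 active means lipid droplet intensity inhibited by at least 50%, with more than 500 cells counted; inconclusive means wells with under 300 cells, treated as cytotoxic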
#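 Test system: AML12 mouse liver cells; schedule: overnight exposure; technique: high-content imaging of BODIPY-stained droplets and DAPI nuclei; read-out: % inhibition of corrected integrated BODIPY droplet signal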
# GPR35 antagonists = inhibition of zaprinast-stimulated GPR35 beta-arrestin translocation – imaging, U2OS, beta-arrestin-GFP, zaprinast agonist, primary screen (AID 2058); U2OS GPR35 beta-arrestin-GFP translocation imaging, zaprinast antagonism; higher % means a stronger effect; one-dose inhibition, % at 10 µM; IC50 in µM for titrated hits; 0.052% of 290,000 active;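 active means inhibition of at least 50% with at least 30 cells and total cytoplasm GFP at most 10,000,000; inconclusive means under 30 cells or total GFP of 10,000,000 plus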
# GPR55 beta-arrestin = selective activators of receptor GPR55 – imaging, U2OS cells, beta-arrestin-GFP redistribution, primary screen (AID 1961). U2OS GPR55 beta-arrestin-GFP redistribution imaging; higher % means a stronger effect. activation, % at 10 µM, or EC50 in µM where a hit was titrated. 0.048% of 290,000 active;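 active means activation above 40% with more than 50 cells counted in the well; inconclusive means wells holding fewer than 50 cells, flagged as toxic or sparse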;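 further: U2OS osteosarcoma cells stably expressing GPR55 and beta-arrestin-GFP; plate controls were DMSO negative control for no effect and LPI positive control for full effect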
# Rac1 GTP hydrolysis = MgcRacGAP GTPase-activating activity inhibitors, confirmation, biochemical, ADP Hunter fluorescence. MgcRacGAP-stimulated Rac1 GTP hydrolysis, ADP Hunter fluorescence; higher % means a stronger effect; GST-tagged Rac1 F28L mutant substrate. 0.6% of 340,000 active. AID 624330. one-dose inhibition, % at 30 µM; IC50 in µM for titrated hits;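 active means first-screen hits whose inhibition reached a set limit at any dose in the follow-up dose series; inconclusive means inhibition above the set first-screen limit but never retested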;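 further: fluorescence reports GDP produced by GAP-driven GTP hydrolysis; strong numbers were not always called active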
# GPR55 antagonists = GPR55 antagonists blocking LPI-driven arrestin recruitment, primary screen, imaging, U2OS, beta-arrestin-GFP, LPI agonist (AID 2013); U2OS GPR55 beta-arrestin-GFP translocation imaging, LPI antagonism; higher % means a stronger effect; inhibition, % at 10 µM; hits with a dose series show IC50 in µM; 0.13% of 290,000 active;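 active means spots per cell inhibited over 60%, with over 100 cells counted and total cytoplasm intensity under 500,000; inconclusive means wells with under 100 cells, flagged as likely toxic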;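 further: U2OS cells stably carrying GPR55 and arrestin-GFP stimulated by 5 µM LPI near EC80; imaged beta-arrestin-GFP aggregate spots per cell after agonist stimulation; plate controls were LPI-stimulated DMSO wells for no effect and DMSO wells without LPI for full effect; some results filed as inactive read as strong as hits; confirmed hits need IC50 under 10 µM and bright autofluorescent wells are also inconclusive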
# LYP phosphatase = inhibitors of LYP phosphatase, biochemical, fluorescence intensity, uHTS (AID 1779); inhibition, % at 11.5 µM; hits with a dose series show IC50 in µM; recombinant LYP phosphatase, fluorescence intensity; higher % means a stronger effect; 0.054% of 290,000 active; in the data active means inhibition above about 50%;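 further: plate controls were vehicle with enzyme for no effect and no enzyme for full effect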
# NTR1 ag = agonists of NTR1, primary screen, imaging, U2OS cells, beta-arrestin-GFP, high content (AID 493036); NTR1-U2OS beta-arrestin-GFP spot imaging, agonist mode; 0.17% of 330,000 active; P30989; activation, % at 20 µM;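 active means activation at or above 40% of the spot to cytoplasm intensity ratio, with at least 20 cells analyzed; inconclusive means wells under 20 cells, flagged as cytotoxic or low count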;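 further: 0% = DMSO without peptide and 100% = 100 nM NTR1 peptide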
# Target sequence (P30989 whole entry, looked up): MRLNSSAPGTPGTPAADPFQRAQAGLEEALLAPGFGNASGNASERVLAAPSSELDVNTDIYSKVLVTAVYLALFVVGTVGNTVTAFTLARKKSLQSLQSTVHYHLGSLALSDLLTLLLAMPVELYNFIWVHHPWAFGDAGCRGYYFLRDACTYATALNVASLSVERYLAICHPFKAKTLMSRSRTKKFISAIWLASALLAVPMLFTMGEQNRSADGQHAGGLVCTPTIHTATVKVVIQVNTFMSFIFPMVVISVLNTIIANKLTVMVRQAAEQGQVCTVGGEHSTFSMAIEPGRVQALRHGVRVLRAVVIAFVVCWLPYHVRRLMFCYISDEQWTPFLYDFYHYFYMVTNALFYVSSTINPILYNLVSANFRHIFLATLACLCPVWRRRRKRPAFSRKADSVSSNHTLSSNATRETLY
# SV40 large T antigen = TAg ATPase/helicase activity blockers – biochemical (AID 1903); SV40 large T antigen ATPase/helicase inhibition assay; higher % means a stronger effect; one-dose inhibition, % at 20 µM; IC50 in µM for titrated hits; 0.39% of 310,000 active; in the data active means a potency from the dose series; inconclusive means inhibition mostly from about 32% at the one dose, without a potency; inactive means the rest, 99 in 100 with inhibition below about 32%; further: strong numbers were not always called active
# T cell modulator = T cell immune modulators affecting CD8 T cell-vesicle binding | 2C CD8+ T cell-vesicle binding, flow cytometry; stronger effect = lower value | calls only at 7 µM | 0.068% of 330,000 active | AID 2052;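 active means response, share of CD8 T cells binding vesicles, and their 90th percentile fluorescence all below set limits, cut at about 80% in these data, passing the limit was not always enough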
#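 Incubation: binding step 1.5 h, 37 °C, antibody labelling 20 min, ice; system: murine 2C transgenic CD8+ T lymphocytes; technique: cytometric PE anti-B7-1 and Alexa647 anti-CD8 signals after 1% paraformaldehyde fixation; also added: QL9-charged Drosophila Ld/ICAM-1/B7-1 vesicles; control set: naked versus QL9-loaded vesicles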
# Hep lipid drop cells 6.5 µM = second read-out of Hep lipid drop, no call of its own (marks repeat the call); cell count; measured here: cell count, cytotoxicity flag;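 cells counted across two imaged fields per well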
# T cell modulator vesicle-bound % = second read-out of T cell modulator, no call of its own (marks repeat the call); double positive events, %; measured here: CD8+ vesicle-bound cell fraction;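 binding gate set so that unloaded-vesicle control wells show 10% double positive cells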
# NTR1 ag cell count 20 µM = further read-out of NTR1 ag, marked with its call; cell count; measured here: cell count, cytotoxicity flag
# * hit, by the source's call; i = inactive; ? = inconclusive; · = no result given.
SMILES,Hep lipid drop,Hep lipid drop cells 6.5 µM,GPR35 antagonists,GPR55 beta-arrestin,Rac1 GTP hydrolysis,GPR55 antagonists,LYP phosphatase,NTR1 ag,NTR1 ag cell count 20 µM,SV40 large T antigen,T cell modulator,T cell modulator vesicle-bound %
COC(=O)c1n[nH]n(-c2ccc(F)c(Cl)c2)c1=O,-7.7,647,-4.5%,-0.3%,·,5.6%,-4.8%,-0.8,40,19.1%,i,19.1
COC(=O)CSc1nnc(-c2ccoc2C)n1-c1ccc(C)cc1,·,·,-10.2%,-0.1%,0.9%,1.6%,-4.1%,3.8,57,1.8%,i,40.0
CCOc1ccccc1/C=C(\NC(=O)c1ccccc1)C(=O)NCCC(=O)O,-2.8,641,0.7%,0.0%,4.2%,-1.9%,-3.4%,1.1,54,8.4%,i,51.0
O=C(N[C@@H](Cc1ccccc1)C(=O)N1CCC2(CC1)NCCc1[nH]cnc12)c1cccc(F)c1,-8.7,728,18.3%,-0.1%,9.4%,8.4%,-6.2%,-1.0,67,-2.6%,i,10.9
CC(C)c1nnc(NC(=O)CCc2ccccc2)s1,2.4,848,16.2%,0.0%,6.8%,8.4%,-7.4%,8.7,50,15.3%,i,13.9
NNc1nc(-c2ccccc2)c2cc(Br)ccc2n1,0.1,409,0.7%,-0.1%,5.8%,7.8%,-4.6%,-0.3,104,7.5%,i,23.4
CC(=O)Nc1ccc(S(=O)(=O)Nc2cccc(N(C)S(C)(=O)=O)c2)cc1,2.2,763,6.2%,-0.2%,8.7%,-11.2%,-4.0%,-0.6,72,2.5%,i,38.1
COC(=O)C(NC(C)=O)(Nc1nc2c(s1)CCCC2)C(F)(F)F (centres undefined),5.4,726,-9.8%,0.2%,3.7%,8.3%,-12.1%,1.8,45,21.6%,i,33.3
O=C(O)c1ccc(COc2ccc(CO)cc2Cl)cc1,1.1,714,11.4%,-0.1%,-0.1%,23.1%,-6.9%,0.4,56,0.7%,i,4.9
Oc1c(C(Nc2cccc(C(F)(F)F)c2)c2cccnc2)ccc2cccnc12 (centres undefined),8.6,698,-19.8%,-0.2%,2.5%,-7.3%,-4.8%,3.2,48,12.5%,i,48.6
CC(C)(C)c1ccc(C(=O)Nc2ccc(N3CCOCC3)cc2)cc1,9.9,792,4.4%,-0.2%,6.7%,9.6%,-1.4%,3.0,55,11.3%,i,28.2
Cc1cccn2c(=O)c3cc(S(=O)(=O)c4ccc(Br)cc4)c(=N)n(C4CCCC4)c3nc12,10.0,719,1.5%,-0.1%,6.6%,5.5%,-6.6%,7.2,58,6.8%,i,10.1
COC(=O)c1nnn(-c2nonc2N)c1CSc1nnc(N)s1,3.5,632,-1.8%,0.6%,10.9%,6.6%,-3.9%,2.5,72,10.8%,i,29.9
CCC1ON(C(C)C)C2c3nc4ccccc4n3CC12 (centres undefined),·,·,8.1%,-0.2%,-3.1%,9.4%,-6.6%,0.2,86,5.4%,i,40.8
Cc1ccc(CN2CCN(/N=C/c3cccs3)CC2)cc1,-3.0,631,1.6%,0.1%,5.8%,11.3%,0.6%,2.7,54,11.6%,i,26.3
COC(=O)c1ccc(NC(=O)Nc2ccc(C)cc2)cc1,-2.5,763,5.0%,0.2%,1.6%,5.9%,-7.0%,1.5,46,20.1%,i,19.4
Cc1nc2c(-c3ccc(Cl)cc3)cnn2c(N)c1-c1ccc(F)cc1,·,·,-15.6%,-0.2%,6.5%,5.2%,2.7%,16.6,89,1.5%,i,59.4
Cc1ccc2[nH]c3c(c2c1)CN(C(=O)CN(C)CC1OCCO1)CC3,·,·,-0.2%,0.2%,7.6%,-5.1%,-6.3%,0.5,73,-7.2%,i,30.3
Cc1c(OCC(=O)NCC2CCC(C(=O)O)CC2)ccc2c3c(c(=O)oc12)CCC3 (centres undefined),·,·,1.5%,0.5%,-0.2%,-5.7%,-10.0%,6.7,86,·,i,56.1
Cc1ccc(S(=O)(=O)NCCn2c(C)cc3ccccc32)cc1,·,·,13.4%,-0.1%,·,-13.5%,2.8%,·,·,4.1%,·,·
COc1ccc(-c2c3c(nc4sc5c(Cl)nc(C)nc5c24)CCC3)cc1,13.4,802,0.3%,0.0%,9.5%,7.2%,1.5%,23.0,24,3.8%,i,29.4
COc1ccc2c(C)cc(N3CCN(c4ccc(F)cc4)CC3)nc2c1,4.7,761,-11.9%,0.1%,5.7%,11.6%,1.8%,3.6,47,10.6%,i,23.0
CCn1cc(CNCc2cn[nH]c2-c2cc3ccccc3o2)cn1,-3.4,692,23.4%,-0.2%,8.2%,9.8%,-9.7%,1.2,30,6.9%,i,49.3
Cc1cc(=O)oc2cc(OCC(=O)OCC(=O)Nc3ccc(C(N)=O)cc3)ccc12,17.9,752,-11.7%,-0.2%,13.3%,-1.3%,-6.0%,-0.1,59,14.3%,i,27.2
COc1cccc(N(CC(=O)NCCSCc2ccc(Cl)cc2)S(C)(=O)=O)c1,-0.3,740,7.4%,-0.2%,2.0%,8.2%,-7.4%,3.9,43,-1.3%,i,43.6
CC(=O)Nc1ccc(OCCOc2ccc(NC(C)=O)cc2)cc1,·,·,4.2%,-0.1%,4.4%,-14.4%,-9.2%,-0.1,77,6.9%,i,24.5
CC(C)(C)OC(=O)NCc1ccc(CNC(=O)c2[nH]cnc2C(=O)N[C@@H](Cc2ccccc2)C(=O)OC(C)(C)C)cc1,-21.2,756,-0.5%,0.0%,13.5%,10.2%,5.2%,20.6,95,7.9%,i,17.6
Nc1nc2nccc(-c3ccco3)n2n1,·,·,3.7%,-0.3%,12.8%,3.4%,-12.3%,-0.5,41,-1.7%,i,61.8
COc1ccc(CCNC(=O)NC23CC4CC(CC(C4)C2)C3)cc1OC,·,·,5.4%,-0.1%,4.0%,6.2%,-10.1%,2.3,52,3.5%,i,28.9
CC(C)C1N=C(c2ccc3c(c2)OCO3)CC(c2ccccc2O)N1 (centres undefined),0.7,769,1.8%,-0.1%,1.1%,24.9%,4.5%,2.1,51,9.6%,i,7.7
COC(=O)c1cc(NC(=O)c2ccc(-c3ccccc3)cc2)ccc1Cl,2.5,738,-4.2%,-0.2%,3.0%,4.3%,-3.2%,5.3,40,-0.2%,i,51.7
O=C(N/C=C/c1ccccc1)c1ccccc1,·,·,·,·,6.8%,·,·,-2.5,84,8.4%,i,42.7
O=C(C[n+]1ccc(-c2nnc3n2CCCCC3)cc1)c1ccc(Cl)cc1,1.1,819,11.8%,-0.1%,-7.9%,0.3%,0.3%,-1.0,57,8.4%,i,27.7
O=C(NCc1ccco1)C1CCCN1C(=O)Nc1ccc(Br)cc1 (centres undefined),-2.9,714,1.6%,-0.1%,9.9%,15.1%,-6.6%,-1.0,48,·,·,·
CC(C)(C)c1ccc(/C=N/Nc2nncn2N)cc1,-2.3,787,-10.7%,-0.3%,2.7%,-1.2%,-7.8%,0.3,62,5.7%,i,56.1
Cc1cccc(C(=O)NNS(=O)(=O)c2ccc(F)cc2)c1O,-8.4,854,6.0%,-0.2%,-13.5%,6.0%,-2.6%,-0.2,59,10.7%,i,54.6
COc1ccc(C2N=C(N)N=C(N)N2c2ccccc2)cc1OC (centres undefined),·,·,10.7%,-0.2%,6.9%,0.4%,-10.7%,0.2,35,11.5%,i,36.8
O=C(/C=C/c1ccc(Br)o1)OCc1ccccc1,-0.4,753,-1.5%,-0.1%,9.1%,7.9%,-3.3%,-2.0,59,0.1%,i,30.0
O=C(OCn1nnc2ccccc2c1=O)C1COc2ccccc2O1 (centres undefined),-5.6,467,2.2%,1.3%,5.2%,-2.8%,0.3%,0.0,58,0.6%,i,47.4
CN(Cc1cnn(-c2ccc(F)cc2)c1)Cc1nc(Cc2ccccc2)no1,-12.6,696,8.4%,-0.1%,-1.2%,2.5%,-4.5%,-1.6,69,·,i,60.1
CC(C)Oc1cccc(C(=O)NC(=S)Nc2cccnc2)c1,-1.7,655,2.1%,-0.2%,1.1%,-3.6%,5.5%,0.7,42,7.5%,i,41.5
CCC1(C)Cc2ccccc2-c2nc3n(c(=O)c21)CCS3 (centres undefined),17.0,615,-4.2%,-0.8%,4.5%,-5.2%,-5.2%,1.7,33,3.7%,i,42.7
Cc1ccc(-n2nnnc2SCC(=O)N(CC(C)C)c2c(N)n(CC(C)C)c(=O)[nH]c2=O)cc1,-2.2,688,0.3%,-0.4%,0.1%,-0.3%,-4.0%,-0.4,55,0.9%,i,55.6
CN(C)S(=O)(=O)c1ccc(N2CCCC2)c(C(=O)Nc2ccccc2OC(F)F)c1,-25.4,682,0.6%,-0.4%,-5.8%,7.1%,-3.6%,2.4,70,1.7%,i,39.1
Cc1cc(C)c2nc3c(c(C(=O)O)c2c1)CCC3,19.7,759,2.2%,-0.1%,10.8%,6.7%,-5.8%,0.3,82,-0.7%,i,57.7
CCOc1ccc(NC(=O)CCCN2C(=S)NC(C)(C)CC2C)cc1 (centres undefined),-6.2,675,-7.0%,1.0%,1.9%,5.9%,-12.2%,4.7,69,9.3%,i,3.4
COc1ccc(OC)c(NS(=O)(=O)Cc2ccccc2)c1,·,·,7.9%,0.2%,·,-16.5%,-11.5%,2.6,69,15.0%,i,12.8
C=CC#CC[N+]1(CC#Cc2ccccc2)CCOCC1,-2.4,728,-3.0%,0.3%,?,4.1%,-33.6%,·,·,33.0%,·,·
O=C(Nc1ccccc1)N1CCN(S(=O)(=O)c2ccccc2)CC1,-1.3,656,-12.8%,-0.1%,4.5%,-6.5%,2.1%,-0.2,49,6.0%,i,31.0

# Screens (PubChem BioAssay)
